All columns: NCI-60 one-dose screen, growth in % after 48 h at 10 µM unless noted; 100 = growth as untreated, 0 = no growth, -100 = all killed.
MCF7 = MCF7 breast cancer; 6.3% of 82,000 active; AID 1794796
UACC-257 = UACC-257 melanoma | 4.4% of 78,000 active | AID 1794764
LOX IMVI = LOX IMVI melanoma; 7.4% of 79,000 active; AID 1794757
UACC-62 = UACC-62 melanoma; 5.4% of 81,000 active
T-47D = T-47D breast cancer; 5% of 79,000 active; AID 1794792
MALME-3M = MALME-3M melanoma. 5.8% of 78,000 active. AID 1794766
HS 578T = HS 578T breast cancer; 4.1% of 78,000 active; AID 1794788
BT-549 = BT-549 breast cancer; 4.4% of 78,000 active; AID 1794793
An asterisk follows results filed as active; [ ] = another dose, or the depositor's remark. How the source made its calls: active means growth percent below 10; inactive means the rest.

For COc1ccc(-c2cc(C(=O)N3N=C(c4ccc(N)cc4)CC3c3cc(-c4ccccc4)nn3-c3ccccc3)c3ccccc3n2)cc1 (stereo unspecified) the results were MCF7 90, UACC-257 102, LOX IMVI 92, UACC-62 88, T-47D 82, MALME-3M 105, HS 578T 118 and BT-549 86.
For Cc1cc(=O)oc2cc(OCCOc3ccc(/C=C/C(=O)Nc4ccccc4)cc3)ccc12 the results were MCF7 94, UACC-257 102, LOX IMVI 89, UACC-62 95, T-47D 98, MALME-3M 84, HS 578T 98 and BT-549 90.
For Cc1ccc(NC(=O)c2ccc(CN3CCN(C)CC3)c(I)c2)cc1Oc1ccc(-c2[nH]nc3ncnc(N)c23)cc1 the results were MCF7 -27*, UACC-257 -46*, LOX IMVI -87*, UACC-62 85, T-47D 112, MALME-3M -73*, HS 578T 66 and BT-549 103.
Screening CC(C)(C)c1ccc(C(=O)C2CC2)cc1 returned MCF7 96, UACC-257 100, LOX IMVI 102, UACC-62 108, T-47D 100, HS 578T 117 and BT-549 126.
Screening CCOC(=O)c1cnc2ccc(C)cc2c1Nc1cccc(NS(C)(=O)=O)c1 returned MCF7 98, UACC-257 114, LOX IMVI 99, UACC-62 90, T-47D 102, MALME-3M 109, HS 578T 97 and BT-549 97.
For C=C(C)[C@@H]1C/C=C(\COC(=O)[C@H](OC(C)=O)C(NC(=O)c2ccccc2)c2ccccc2)CC[C@H]2O[C@]2(C)CC/C=C(\C)CC1 (stereo partly specified) the results were MCF7 38[5 µM], UACC-257 97[5 µM], LOX IMVI 73[5 µM], UACC-62 62[5 µM], T-47D 69[5 µM], MALME-3M 86[5 µM], HS 578T 79[5 µM] and BT-549 69[5 µM].
CCOC1=C(C#N)C(Nc2ccc(S(N)(=O)=O)cc2)=C(C#N)C(Cl)N1 (stereo unspecified) was read as MCF7 102, UACC-257 114, LOX IMVI 100, UACC-62 96, T-47D 111, MALME-3M 108, HS 578T 105 and BT-549 110.
CCCCc1oc2ccccc2c1C(=O)c1cc(I)c(OCCN(CC)CC)c(I)c1 was read as MCF7 -67*, UACC-257 -61*, LOX IMVI -89*, UACC-62 -87*, T-47D 7.0*, MALME-3M -73*, HS 578T -19* and BT-549 -50*.
CC(C)(C)c1ccc(-c2nnc(-c3nc4ccccc4nc3Cl)o2)cc1 was read as MCF7 -66*, UACC-257 62, LOX IMVI 90, UACC-62 73, T-47D -71*, MALME-3M 101, HS 578T -8.9* and BT-549 104.
`COc1ccc2c(c1OC)C(=O)OC2C1c2c(c(COC(=O)C(Cc3ccccc3)NC(=O)OC(C)(C)C)c3c(c2OC)OCO3)CCN1C` (stereo unspecified) gave MCF7 91, UACC-257 100, LOX IMVI 91, UACC-62 83, T-47D 94, MALME-3M 104, HS 578T 102 and BT-549 98.
For CO[C@H]1O[C@@H]2COC(=O)CCc3ccccc3C(=O)[C@H]2CC1(OC)OC the results were MCF7 104, UACC-257 102, LOX IMVI 95, UACC-62 95, T-47D 87, MALME-3M 101, HS 578T 99 and BT-549 104.
Screening COc1ccc(-c2nc(SCC(C)C)nc(N3CCN(C)CC3)c2C#N)cc1 returned MCF7 84, UACC-257 98, LOX IMVI 92, UACC-62 94, T-47D 83, MALME-3M 117, HS 578T 82 and BT-549 89.
`C(=C\c1ccncc1)/c1ccccc1` gave MCF7 79, UACC-257 100, LOX IMVI 101, UACC-62 99, T-47D 98, MALME-3M 109 and HS 578T 99.
`COc1ccc(-c2nc3c(c(C)nn3-c3ccc(F)cc3)c(=O)[nH]2)cc1` gave MCF7 74, UACC-257 101, LOX IMVI 75, T-47D 20, MALME-3M 75, HS 578T 63 and BT-549 76.
COc1cc2c(O)n(CCCN3CCOCC3)c3c4cnc5cccc(c(=O)c3c2cc1OC)c54 was read as MCF7 15, UACC-257 44, LOX IMVI 11, UACC-62 11, T-47D 19, MALME-3M 67, HS 578T 81 and BT-549 58.
`COC1OC2COC(c3ccccc3)OC2C(OC(C)=O)C1OC(C)=O` (stereo unspecified) gave MCF7 104, UACC-257 105, LOX IMVI 101, UACC-62 94, T-47D 105, MALME-3M 105 and BT-549 101.
For Cc1ccc(NC(=O)Nc2cc(C(C)C)ccc2C)cc1 the results were MCF7 92, UACC-257 93, LOX IMVI 86, UACC-62 77, T-47D 76, MALME-3M 92, HS 578T 93 and BT-549 100.
Screening O=C(/C=C\c1ccc(Br)cc1)c1ccccc1 returned MCF7 13, UACC-257 109, LOX IMVI 33, UACC-62 81, T-47D 85, MALME-3M 95, HS 578T 115 and BT-549 87.
`Cc1ccc(C)c2c1SC1=NNC(Oc3ccc(Cl)cc3)=C(C#N)C(=N)N12` gave MCF7 90, UACC-257 101, LOX IMVI 100, UACC-62 97, T-47D 84, MALME-3M 123, HS 578T 103 and BT-549 107.
Screening O=C1CSC(=S)N1/N=C/c1c[nH]c2ccc(Br)cc12 returned MCF7 89, UACC-257 106, LOX IMVI 87, UACC-62 94, T-47D 72, MALME-3M 102, HS 578T 98 and BT-549 106.
Nc1ncnc(N)c1NC(=O)c1ccccc1 was read as MCF7 95, UACC-257 93, LOX IMVI 100, UACC-62 116, T-47D 115, HS 578T 97 and BT-549 105.
Cc1nn(-c2ccc(Cl)cc2)c2c1C(c1ccccc1)C(C#N)=C(N)O2 (stereo unspecified) was read as MCF7 90, UACC-257 100, LOX IMVI 95, UACC-62 87, T-47D 89, MALME-3M 94, HS 578T 101 and BT-549 104.
O=C(CCCCCC1CCCCC1)OCc1ccccc1 was read as MCF7 101, UACC-257 101, LOX IMVI 95, UACC-62 102, T-47D 108, MALME-3M 97, HS 578T 96 and BT-549 102.
For O=C(O)c1cn(C2CC2)c2cc(N3CCN(C(=O)N4CCCCC4)CC3)c(F)cc2c1=O the results were MCF7 98, UACC-257 99, LOX IMVI 95, UACC-62 97, T-47D 102, MALME-3M 107, HS 578T 108 and BT-549 111.

Part of the list above in order of formula weight, high to low:
`COC1OC2COC(c3ccccc3)OC2C(OC(C)=O)C1OC(C)=O` (stereo unspecified) gave MCF7 104, UACC-257 105, LOX IMVI 101, UACC-62 94, T-47D 105, MALME-3M 105 and BT-549 101.
Screening O=C(/C=C\c1ccc(Br)cc1)c1ccccc1 returned MCF7 13, UACC-257 109, LOX IMVI 33, UACC-62 81, T-47D 85, MALME-3M 95, HS 578T 115 and BT-549 87.
For Cc1ccc(NC(=O)Nc2cc(C(C)C)ccc2C)cc1 the results were MCF7 92, UACC-257 93, LOX IMVI 86, UACC-62 77, T-47D 76, MALME-3M 92, HS 578T 93 and BT-549 100.

Other structures
For O=C(O)c1ccc(NC(=O)c2ccc(-n3c(=O)[nH]c4ccccc4c3=O)cc2)cc1 the results were MCF7 94, UACC-257 115, LOX IMVI 98, UACC-62 101, T-47D 98, MALME-3M 101, HS 578T 111 and BT-549 111.
For CC(C)CSc1nc(Nc2ccccc2)c(C#N)c(-c2ccc(F)cc2)n1 the results were MCF7 69, UACC-257 66, LOX IMVI 4.5*, UACC-62 71, T-47D 29, MALME-3M -5.6*, HS 578T 15 and BT-549 28.
Screening COc1ccc(/C=N/Nc2nc(-c3ccc(F)cc3)c(C#N)c(N3CCOCC3)n2)cc1O returned MCF7 82, UACC-257 98, LOX IMVI 98, UACC-62 93, T-47D 80, MALME-3M 130, HS 578T 82 and BT-549 76.
For O=c1cc(C2NCCc3c2[nH]c2ccccc32)c2c(ccc3ccccc32)o1 (stereo unspecified) the results were MCF7 82, LOX IMVI 37, UACC-62 49, T-47D 59, MALME-3M 60, HS 578T 56 and BT-549 82.
C=C(C)[C@@H]1CC[C@]2(C(=O)N3CCN(C)CC3)CC[C@]3(C)[C@H](CC[C@@H]4[C@@]5(C)CCC(=O)NC(C)(C)[C@@H]5CC[C@]43C)[C@@H]12 was read as MCF7 70, UACC-257 102, LOX IMVI 93, UACC-62 90, T-47D 69, MALME-3M 86, HS 578T 84 and BT-549 86.
For Cc1ccc(-c2cc(Cc3cccs3)c(=O)n(Cn3cncn3)n2)cc1 the results were MCF7 100, UACC-257 106, LOX IMVI 99, UACC-62 111, T-47D 106, MALME-3M 119, HS 578T 107 and BT-549 101.
O=C(O)Cc1c(-c2ccccc2)nc(=S)[nH]c1-c1[nH]c(=S)nc(-c2ccccc2)c1CC(=O)O was read as MCF7 94, UACC-257 114, LOX IMVI 96, UACC-62 85, MALME-3M 94, HS 578T 89 and BT-549 103.
Screening O=C(CSc1ccc(-c2nc3ccccc3[nH]2)cn1)N1CCN(c2ccccc2F)CC1 returned MCF7 56, UACC-257 56, LOX IMVI 85, UACC-62 52, T-47D 17, MALME-3M 91, HS 578T 89 and BT-549 28.
Cc1cc(=O)n(Cc2ccco2)c(=S)[nH]1 was read as MCF7 95, UACC-257 92, LOX IMVI 98, UACC-62 105, T-47D 100, MALME-3M 111, HS 578T 110 and BT-549 110.
For COC(=O)[C@]12CC[C@@H](C)[C@H](C)[C@@H]1C1=CC[C@@H]3[C@@]4(C)C(c5cnco5)=C[C@@](C)(CO)C4=CC[C@@]3(C)[C@]1(C)CC2 the results were MCF7 37, LOX IMVI 68, UACC-62 65, T-47D 15, MALME-3M 88, HS 578T 73 and BT-549 56.
Screening O=S(=O)(Oc1ccc(-c2cn3ccoc3n2)cc1)c1ccc(F)cc1 returned MCF7 95, UACC-257 99, LOX IMVI 107, UACC-62 92, T-47D 95, MALME-3M 97, HS 578T 103 and BT-549 100.
`N#Cc1ccc(C(=O)CSc2nc3c(c(Nc4ccc(S(N)(=O)=O)cc4)n2)CCCC3)cc1` gave MCF7 87, UACC-257 100, LOX IMVI 95, UACC-62 86, T-47D 94, MALME-3M 95, HS 578T 85 and BT-549 97.
For COc1ccc(Sc2nc(N)nc3c2CCN(Cc2ccc(OC)cc2OC)C3=O)cc1 the results were MCF7 81, UACC-257 93, LOX IMVI 103, UACC-62 83, T-47D 79, MALME-3M 109, HS 578T 115 and BT-549 78.
COc1ccc(OCC(O)CN2CCN(c3cccc(C)c3)CC2)cc1 (stereo unspecified) was read as MCF7 109, UACC-257 102, LOX IMVI 119, UACC-62 93, T-47D 96, MALME-3M 111, HS 578T 102 and BT-549 77.
Screening COc1ccccc1/C=N/NC(=O)c1ccc(S(C)(=O)=O)cc1 returned MCF7 91, UACC-257 90, LOX IMVI 100, UACC-62 96, T-47D 82, MALME-3M 108, HS 578T 100 and BT-549 103.
CC(=O)OCCCC[n+]1ccc(SCC(=O)n2ccc3ccccc32)c2ccccc21 was read as MCF7 92, UACC-257 106, LOX IMVI 106, UACC-62 91, T-47D 83, MALME-3M 97 and HS 578T 101.
`CNc1ccc(/C=C/c2c(F)cccc2Cl)cc1` gave MCF7 35, UACC-257 87, LOX IMVI 81, UACC-62 93, T-47D 42, MALME-3M 93, HS 578T 80 and BT-549 78.
For COc1cc(-c2nn(-c3ccc(NC(=O)Nc4ccc(Cl)c(C(F)(F)F)c4)cc3)cc2-c2ccncc2)ccc1Cl the results were MCF7 8.2*, UACC-257 -3.2*, LOX IMVI 12, UACC-62 6.0*, T-47D 15 and MALME-3M 12.

In the list so far, these contain a COOH group.
For O=C(O)c1cn(C2CC2)c2cc(N3CCN(C(=O)N4CCCCC4)CC3)c(F)cc2c1=O the results were MCF7 98, UACC-257 99, LOX IMVI 95, UACC-62 97, T-47D 102, MALME-3M 107, HS 578T 108 and BT-549 111.
For O=C(O)c1ccc(NC(=O)c2ccc(-n3c(=O)[nH]c4ccccc4c3=O)cc2)cc1 the results were MCF7 94, UACC-257 115, LOX IMVI 98, UACC-62 101, T-47D 98, MALME-3M 101, HS 578T 111 and BT-549 111.
O=C(O)Cc1c(-c2ccccc2)nc(=S)[nH]c1-c1[nH]c(=S)nc(-c2ccccc2)c1CC(=O)O was read as MCF7 94, UACC-257 114, LOX IMVI 96, UACC-62 85, MALME-3M 94, HS 578T 89 and BT-549 103.

Compounds as they come; about 11% have a hit in one of these screens.
